High-throughput results (PubChem BioAssay)
DNMT1 block: DNMT1 (human) enzyme inhibition | DNMT1 molecular beacon, Hinp1I cleavage, fluorescence | inhibition (reported as % activation of signal), % at 10 µM | 360,000 tested, 0.83% active | AID 588458; in the data active means inhibition above about 50%
Target sequence (P26358 504-1616 limits assumed): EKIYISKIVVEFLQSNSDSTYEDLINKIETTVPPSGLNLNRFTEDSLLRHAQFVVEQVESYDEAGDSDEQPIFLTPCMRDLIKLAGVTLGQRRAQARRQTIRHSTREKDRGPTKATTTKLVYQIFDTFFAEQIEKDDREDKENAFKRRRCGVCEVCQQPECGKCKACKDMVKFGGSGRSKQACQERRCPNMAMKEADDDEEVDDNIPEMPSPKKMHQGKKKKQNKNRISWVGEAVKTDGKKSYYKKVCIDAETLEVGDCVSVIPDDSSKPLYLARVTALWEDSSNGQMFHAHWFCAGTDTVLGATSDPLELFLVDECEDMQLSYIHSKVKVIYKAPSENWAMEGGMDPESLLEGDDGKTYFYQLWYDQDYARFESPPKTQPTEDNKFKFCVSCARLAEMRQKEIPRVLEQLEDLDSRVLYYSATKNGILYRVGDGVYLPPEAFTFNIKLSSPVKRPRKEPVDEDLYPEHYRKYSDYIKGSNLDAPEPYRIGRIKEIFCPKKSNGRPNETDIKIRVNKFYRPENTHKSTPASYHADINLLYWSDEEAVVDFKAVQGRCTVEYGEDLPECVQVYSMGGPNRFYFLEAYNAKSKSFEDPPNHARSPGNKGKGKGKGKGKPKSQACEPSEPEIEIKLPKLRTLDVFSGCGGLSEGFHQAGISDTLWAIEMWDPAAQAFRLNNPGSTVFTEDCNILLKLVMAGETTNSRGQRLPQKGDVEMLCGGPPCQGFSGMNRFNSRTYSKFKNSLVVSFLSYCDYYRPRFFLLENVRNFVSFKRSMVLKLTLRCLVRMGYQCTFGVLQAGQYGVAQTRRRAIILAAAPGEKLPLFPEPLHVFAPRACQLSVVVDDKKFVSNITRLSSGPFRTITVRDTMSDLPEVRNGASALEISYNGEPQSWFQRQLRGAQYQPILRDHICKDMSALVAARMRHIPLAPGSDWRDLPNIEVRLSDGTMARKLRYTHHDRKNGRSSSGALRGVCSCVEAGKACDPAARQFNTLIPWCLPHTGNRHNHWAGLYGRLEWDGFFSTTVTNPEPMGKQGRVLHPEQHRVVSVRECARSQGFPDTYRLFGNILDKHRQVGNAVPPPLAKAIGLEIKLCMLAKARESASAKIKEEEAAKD
Neddyl block: cullin neddylation inhibition; P61081+Q13564; TR-FRET cullin neddylation, biochemical; calls only at 25 µM; 360,000 tested, 0.58% active; AID 651699; in the data active means inhibition above about 36%
STEP inh: STEP (human) phosphatase inhibition. P54829. recombinant STEP, OMFP fluorogenic substrate, fluorescence. inhibition, % at 20 µM. 360,000 tested, 0.25% active;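 active means inhibition at 20 µM, scaled per plate between control wells, above about 37%, limit read from the data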;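 further: 0% = DMSO with enzyme and substrate and 100% = substrate only without enzyme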
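medium = Bis-Tris buffer pH 6.0, 2.5 mM DTT, 0.005% Tween 20 | test system = STEP (striatal-enriched tyrosine phosphatase) enzyme, cell-free | measure = normalized % inhibition | compound dosing = 20 µM, 1% DMSO | also added = 25 µM OMFP | schedule = reaction 20 min, ambient temperature | measured by = fluorescence read at 480 nm ex / 540 nm em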
SUMO1 PPI mod: SUMO1-SIM interaction modulation | P63165 | SUMO1 binding to a labelled peptide, TR-FRET, 1 h | inhibition, % at 20 µM | 360,000 tested, 0.33% active | AID 602429; in the data active means inhibition above about 37%
CendR NRP1 mod: alters CendR peptide binding to human NRP-1; inhibition, % at 25 µM; FAM-RPARPAR peptide binding to NRP-1, fluorescence polarization; 360,000 tested, 0.85% active; O14786;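 active means inhibition or corrected inhibition above about 18%, plus a signal ratio from 0.5 to 1.5, limit read from the data, passing the limit was not always enough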; further: strong numbers were not always called active
LMPTP inh: blocks human LMPTP phosphatase. inhibition, % at 20 µM. recombinant LMPTP-A, OMFP fluorogenic substrate, fluorescence intensity. 360,000 tested, 0.22% active. AID 651560. P24666;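 active means compounds that cut the enzyme signal by at least half of the control window in the single-dose screen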;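 further: plate controls were DMSO wells with enzyme plus substrate for no effect and substrate without enzyme for full effect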
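test system = LMPTP-A | amount = 0.625 nM LMPTP-A final | reagent = fluorogenic phosphatase substrate OMFP at 400 µM final | incubation = 50 min at room temperature | benchmarks = no-enzyme low control, uninhibited high control | medium = Bis-Tris pH 6.0, DTT, detergent | signal = fluorescence intensity of OMFP turnover product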
Scp-1 inhibitor: blocks human Scp-1 phosphatase activity; Q9GZU7; Recombinant Scp1, phosphopeptide, malachite green phosphate absorbance; inhibition, % at 20 µM; 340,000 tested, 0.88% active; AID 493091;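 active means inhibition above about 50% at 20 µM, limit read from the data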;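 further: plate controls were DMSO wells with enzyme for no effect and wells lacking enzyme for full effect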
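System: SCP-1 catalytic domain; Reagent: Phospho 17-mer peptide substrate; Doses: one concentration, 20 µM, with 1.0% DMSO; Incubation: 45 min room-temperature reaction, 5 min colour, 30 min stabiliser; Signal: Phosphate-binding colour reagent, absorbance read at 630 nm.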
NadD block: NadD (S. aureus) enzyme inhibition; purified NadD enzyme, colorimetric absorbance read-out; inhibition, % at 20 µM; 360,000 tested, 0.78% active; AID 602399; in the data active means inhibition above about 26%; further: some compounds past the cut are filed as inactive
SKN-1 inh: blocks SKN-1 activity in C. elegans; C. elegans VP596 Pgst-4::GFP/RFP ratio, acrylamide-induced, 24 h; inhibition, % at 21.8 µM; 360,000 tested, 0.49% active; AID 624304;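 active means interference check ratio from 0.5 to 1.5 plus GFP to RFP signal ratio inhibition reaching or exceeding a fixed threshold, cut at about 30% in these data, passing the limit was not always enough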; further: some compounds called inactive have numbers as strong as hits
TbMetRS inhib: blocks T. brucei methionyl-tRNA synthetase activity | purified T. brucei MetRS, ATP depletion, Kinase-Glo luminescence | inhibition, % at 11.9 µM | 360,000 tested, 0.4% active | AID 624268;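 active means inhibition above a per-plate cutoff of the control wells' mean inhibition plus 3 SD, cut at about 5.5% in these data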;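 further: 0% = DMSO wells median and 100% = median of wells with control inhibitor compound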
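Assay system: T. brucei methionyl-tRNA synthetase, purified | Medium: HEPES buffer with MgCl2, KCl, DTT, spermine, BSA, pyrophosphatase | Compound: 11.9 µM single point | Incubation: 15 min enzyme-compound preincubation, 2 h reaction, 10 min detection, 25 °C | Measured by: Kinase-Glo luciferase luminescence reporting remaining unconsumed ATP | Measure: % inhibition normalized to control-well medians | Replication: Singlicate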
The depositor's hits bear a star; i = inactive; . = not tested or not shown; + = active, no number.

SMILES	DNMT1 block	Neddyl block	STEP inh	SUMO1 PPI mod	CendR NRP1 mod	LMPTP inh	Scp-1 inhibitor	NadD block	SKN-1 inh	TbMetRS inhib
CCCSc1nc(O)c(C(c2ccc(OC)c(O)c2)c2c(O)nc(SCCC)n(C)c2=O)c(=O)n1C	5	i	0	9	-4	-1.6	-8	18	18	-0.1
CCc1noc(C)c1C(=O)OCC(=O)Nc1ccc2c(c1)OCO2	5	i	-4	1	0	-1.0	-9	-6	4	-0.2
COc1ccc(C(CNC(=O)c2cc(S(=O)(=O)N3CCCC3)ccc2Cl)N2CCCC2)cc1 (centres undefined)	1	i	2	-3	4	3.9	-12	-3	-8	-0.7
CCOC(=O)N1CCN(C(=O)Cc2c(C(=O)O)n(C)c3ccccc23)CC1	0	i	-2	1	14	-0.6	5	-3	6	-0.1
CCCCCc1cccnc1	1	i	0	2	2	-0.8	-1	-8	-12	-1.0
CCOC(=O)Cn1c(=O)cnc2ccccc21	3	i	1	-8	-3	0.4	-7	-5	-16	-0.3
C[C@H]1CN([C@@H](C)CO)C(=O)CCCn2nncc2CO[C@H]1CN(C)C(=O)c1ccc2ccn(C)c2c1	-1	i	-1	0	2	-1.4	.	3	-3	-1.5
Cc1ccc(CSc2ncnc3ccccc23)cc1	-3	i	0	0	10	2.0	12	3	12	-0.8
NC(=O)C1CCN(C(=O)c2ccc3c(=O)n(Cc4ccco4)c(SCC(=O)c4ccccc4)nc3c2)CC1	-1	i	0	4	-3	-1.2	2	-3	10	1.8
COc1ccc(CN2CC(C(=O)NCCCN3CCCCCC3)CC2=O)cc1 (centres undefined)	-5	i	0	-4	14	-0.9	-21	2	17	-0.2
CN(C(=O)c1cccc(NC(=O)Cc2ccc(NC(=O)C3CCCN(C(=O)C4CCCCC4)C3)cc2)c1)C1CCCC1 (centres undefined)	-4	i	1	-3	9	-0.2	8	6	6	-0.6
O=C(OCc1cn([C@H]2C[C@H](c3ccccc3)N(Cc3cccs3)C[C@@H]2O)nn1)c1ccccc1	7	i	-4	5	-2	4.0	.	6	-2	-0.2

An excerpt from above, showing only DNMT1 block, Scp-1 inhibitor and Neddyl block.
structure	DNMT1 block	Scp-1 inhibitor	Neddyl block
CCOC(=O)Cn1c(=O)cnc2ccccc21	3	-7	i
C[C@H]1CN([C@@H](C)CO)C(=O)CCCn2nncc2CO[C@H]1CN(C)C(=O)c1ccc2ccn(C)c2c1	-1	.	i
Cc1ccc(CSc2ncnc3ccccc23)cc1	-3	12	i
NC(=O)C1CCN(C(=O)c2ccc3c(=O)n(Cc4ccco4)c(SCC(=O)c4ccccc4)nc3c2)CC1	-1	2	i

New compounds follow
SMILES	DNMT1 block	Neddyl block	STEP inh	SUMO1 PPI mod	CendR NRP1 mod	LMPTP inh	Scp-1 inhibitor	NadD block	SKN-1 inh	TbMetRS inhib
CCC(=O)Nc1cc2c3c(c1)CCN3C(=O)CC2	-2	i	2	3	2	-1.2	-7	0	4	-0.3
S=C(NCc1ccc(Cl)cc1)Nc1ccccc1	-4	i	-2	0	-14	0.1	-6	-2	8	0.2
CCn1c(N)c(C(N)=O)sc1=S	2	i	3	-6	-5	-1.0	-3	-2	3	0.1
COc1cccc(/C=C/C(=O)OCC(=O)N2CCN(S(=O)(=O)c3ccc(Cl)cc3)CC2)c1	-1	+	1	8	6	3.0	-5	-15	0	-0.4
CCc1ccc(C(=O)NC(=S)Nc2ccc(N3CCOCC3)cc2)cc1	14	i	1	0	8	1.9	3	0	30	1.8
O=C(CN1C(=O)NC2(CCCc3ccccc32)C1=O)N1CCN(c2cccc(C(F)(F)F)c2)CC1 (centres undefined)	2	i	2	16	13	-1.2	-8	6	-9	-0.1
COc1ccc(/C=N/NC(=O)c2ccc(F)cc2)cc1CN1CCc2cc(OC)c(OC)cc2C1C (centres undefined)	-13	i	-3	-11	-10	4.9	-5	4	-4	-0.3
CCN(CC)CCCN(C(=O)c1ccc(F)cc1)c1nc(-c2ccc(OC)cc2)cs1	0	i	-1	5	-1	-2.1	-3	-7	-1	-1.4
COc1cc(C)ccc1OCCCCNCc1ccccc1	3	i	-2	-4	-6	-2.7	2	-6	-7	-1.3
COc1ccc(N2CCN(/C(=N\S(=O)(=O)c3ccc(C)cc3)Nc3nc(C)cc(C)n3)CC2)cc1	-3	i	4	4	-2	-0.4	-2	0	-5	-0.4
O=C(NC(=S)NCc1ccco1)c1ccccc1[N+](=O)[O-]	1	i	1	-21	-4	-0.9	-2	-3	-12	-0.9
NC(=O)c1cc2ccccc2o/c1=N\NC(=O)c1ccco1	8	i	1	-14	3	1.1	0	1	5	-0.3
COc1ccc(N(CC(=O)N/N=C/c2ccc3c(c2)OCO3)S(=O)(=O)c2ccc(NC(C)=O)cc2)cc1	-7	i	-5	1	16	0.0	-9	7	-1	0.0
COc1ccc(C)cc1C1=CC(=O)C[C@H](c2ccc(F)cc2)C1	0	i	4	-1	5	2.6	4	-12	-2	-0.2
O=C(O)C(Oc1ccc2c3c(c(=O)oc2c1)CCC3)c1ccccc1 (centres undefined)	6	i	1	5	-10	0.9	-5	0	12	0.6
O=C(N/N=C/c1cc(Br)ccc1O)c1cccc(N2CCCC2=O)c1	-1	i	1	6	3	3.5	7	7	6	0.3
CC(=O)N1C[C@H]2CON(C)[C@H]2C[C@H]1c1ccccc1	7	i	-4	3	1	1.1	.	0	9	-1.0
O=c1cc(N2CCCC2)[nH]c(=O)n1-c1ccc(Cl)cc1	7	i	3	0	13	-0.9	-14	-2	18	0.6
Cc1ccc(CSCCNC(=O)CN(c2cc(C)ccc2C)S(C)(=O)=O)cc1	3	i	1	2	-11	1.0	-4	-9	2	-0.5
CCOc1ccc(C(=O)CCN2CCOCC2)cc1	-6	i	-2	-1	5	-0.7	-2	-8	3	-1.1
COc1ccccc1CNC(=O)[C@@H]1CCCN1S(=O)(=O)c1ccccc1F	-1	i	0	0	4	-1.9	6	-3	4	-0.7
COc1ccc(NC(=O)CN(C)C(=O)C2CC(=O)N(c3cccc4ccccc34)C2)cc1 (centres undefined)	2	i	-5	-7	7	1.0	-1	0	-17	0.0
C=CCN=C(NC#N)SCC(=O)NC(C)(C)C	1	i	2	1	0	-1.5	1	-2	4	-0.9
Cc1ccc(-n2cccc2/C=C2\C(=N)N3N=C(C(C)C)SC3=NC2=O)cc1	3	i	10	-19	-16	4.2	-5	17	0	-0.2
Cc1cc(C)cc(N(CC(=O)NC2CCC(C)CC2)S(=O)(=O)c2c(C)noc2C)c1 (centres undefined)	4	i	1	5	2	-1.1	-6	5	1	-0.5
O=C(Nc1ccccc1)c1ccc(F)cc1F	1	i	6	-5	-1	0.1	-4	-1	12	-0.2
O=C(CCCN1C(=O)/C(=C/c2cccs2)SC1=S)NNC(=O)c1cccnc1	-5	i	1	-21	-50	1.6	9	22	2	-0.7
O=C(CCCn1c(=O)c2cccn2c2cccnc21)NCc1cccc(Br)c1	2	i	0	-19	2	1.0	-5	6	10	-0.4
O=C(NCC(=O)N1CCN(Cc2ccccc2)CC1)c1ccc(Cl)cc1	0	i	-2	7	1	-1.3	4	-6	-19	-0.3
CC(C)c1noc2ncc(C(=O)c3cc(Cl)cc(Cl)c3O)cc12	1	i	-10	16	-2	-4.9	-7	-4	-9	-0.8
Cc1nn(-c2ccccc2)c2c1C(c1cccs1)C(C#N)=C(N)O2 (centres undefined)	-10	i	2	0	5	1.4	5	2	-23	-0.5
O=C(Nc1ccncc1)c1cccs1	-2	i	-1	1	3	-0.3	-12	-4	3	-0.3
CCCNC(=O)C1(C)CCN(Cc2csc(-c3ccc(Cl)cc3)n2)C1 (centres undefined)	9	i	3	-27	2	-0.5	.	-6	19	-0.2
CCCC1=[N+](CC)CCn2c(C)ccc21	5	i	0	-1	7	-2.6	44	7	7	-0.3
COc1ccc(NS(=O)(=O)c2ccc3c(c2)n(C)c(=O)n3C)cc1	1	i	1	5	-4	0.6	2	3	37*	0.7
CC1(C(=O)NS(=O)(=O)c2ccccc2C(F)(F)F)CCN1C(=O)COc1ccc(Cl)cc1 (centres undefined)	2	i	1	1	5	-1.6	.	-10	9	0.1
Cc1ccc(C(=O)NN2CCOCC2)cc1	0	i	-1	4	-12	-0.9	-7	7	-4	-0.3
CCN1CCN(Cc2ccc(OC)c(OCc3ccccc3)c2)CC1	-2	i	-1	1	6	-2.7	-4	-10	-1	-0.6
O=C(NCC(=O)N(CC1CCCO1)C(C(=O)NC1CCCCC1)c1ccccc1)c1ccco1 (centres undefined)	-1	i	2	1	-13	-0.7	-5	-2	6	-0.4
O=C(Nc1nnc(Cc2ccccc2)s1)c1ccccc1	0	i	1	0	-2	-1.4	-7	-4	16	0.2
O=C(COC(=O)c1ccccn1)Nc1nc(-c2ccccc2)cs1	-2	i	-3	2	13	-0.3	7	-8	-5	-1.1
COc1ccc(NC(=O)N2CCC(O)(c3cccnc3)CC2)c(OC)c1	-1	i	2	-5	0	0.8	-7	3	-9	0.1
Cc1nc(COc2cc3oc(=O)cc(C)c3cc2Cl)cs1	2	i	2	31	-1	-1.0	-10	-7	-1	-0.3
O=S(=O)(c1ccc(Cl)cc1)n1ccc2cccnc21	0	i	-1	-1	-1	0.8	-7	-12	5	0.0
N#CCCC(CCC#N)C1=NCCc2ccccc21	0	i	0	1	-5	0.2	-7	-3	8	0.7
Cc1ccc(C)c(NS(=O)(=O)c2ccc3[nH]c(=O)[nH]c3c2)c1	1	i	-2	3	-13	0.8	3	-3	-3	0.6
Cc1ccc(C(=O)N2CCN(C)CC2)cc1S(=O)(=O)N1CCCCC1	-4	i	0	-6	7	-8.0	-1	-6	-2	-1.1
Cc1cc(N)n(-c2ccc(Oc3ccccc3)c(S(=O)(=O)O)c2)n1	49	i	43*	10	2	6.7	75*	-2	-8	0.5
O=C(O)CCC(=O)N(Cc1cccs1)Cc1cccs1	25	i	2	8	-6	-0.6	17	5	11	0.5
CCOC(=O)/C(C)=C1\NC(C)(C)Cc2ccccc21	1	i	2	1	-1	-0.7	101*	16	6	-0.5
CCCNC(=O)Cn1cc(S(=O)(=O)N2CCCC2)c(S(=O)(=O)N2CCCC2)c1	0	i	1	1	3	-2.0	-9	-1	-6	0.2

One compound at a time (already shown). Order of screens: DNMT1 block	Neddyl block	STEP inh	SUMO1 PPI mod	CendR NRP1 mod	LMPTP inh	Scp-1 inhibitor	NadD block	SKN-1 inh	TbMetRS inhib
Profile of CCOC(=O)Cn1c(=O)cnc2ccccc21 : 3	i	1	-8	-3	0.4	-7	-5	-16	-0.3
Profile of CCN(CC)CCCN(C(=O)c1ccc(F)cc1)c1nc(-c2ccc(OC)cc2)cs1 : 0	i	-1	5	-1	-2.1	-3	-7	-1	-1.4

Hits appear at their usual frequency. Share with any hit: about 4.6%.
